NCI-60 one-dose screen, 48 h, at 10 µM unless noted. Numbers give growth in % (100 = growth as untreated, 0 = no growth, -100 = all killed).
HL-60(TB): HL-60(TB) leukemia cells; 78,000 tested, 9% active; AID 1794776; active = growth percent below 10
An asterisk follows results filed as active; & = joins results of further samples.

SMILES | HL-60(TB)
C[C@H](c1nc2ccc(Br)cc2[nH]1)[C@H]1CC[C@H]2[C@@H]3CCC4=CC(=O)CC[C@]4(C)[C@H]3CC[C@]12C | 76
CCC(=O)c1cc2c(cc1CC)C(C)(C)CCC2(C)C | 102
N[C@H]1CCC[C@@H]1NCCCCN1C(=O)c2cccc3cccc(c23)C1=O | 85
CN(C)c1ccc(/C=C2/C=C(c3ccccc3)OC2=O)cc1 | 4.4*
O=C1CC(c2ccccc2)n2cnc3ncnc(c32)S1 (configuration not stated) | 110
Brc1ccc2c(-c3cncn3CCc3ccc4c(c3)OCO4)c[nH]c2c1 | 96
COc1ccc(NC(=O)Cn2ccc(Nc3ccccc3)cc2=O)cc1 | 99
Cn1ccnc1C(=O)/C=C/c1ccc(NC(=O)c2ccc(F)cc2)cc1 | 12
CCOc1ccc(/C=C/C(=O)c2ccccc2)cc1 | 70
CC(=O)c1nn(-c2ccc(S(N)(=O)=O)cc2)c2nc3nccc(-c4cc5ccccc5oc4=O)c3c(=O)n12 | 105
Nc1nc(-c2ccc(F)cc2)cc(-c2ccc(OCc3nc4ccccc4[nH]3)cc2)n1 | 113
CC(=O)c1ccc(Br)c([N+](=O)[O-])c1 | 122

In the list so far, 2 have a carbonyl joined to an NH by a bond outside any ring:
SMILES | HL-60(TB)
COc1ccc(NC(=O)Cn2ccc(Nc3ccccc3)cc2=O)cc1 | 99
Cn1ccnc1C(=O)/C=C/c1ccc(NC(=O)c2ccc(F)cc2)cc1 | 12

In the list so far, these contain nitrogen in an aromatic ring:
SMILES | HL-60(TB)
C[C@H](c1nc2ccc(Br)cc2[nH]1)[C@H]1CC[C@H]2[C@@H]3CCC4=CC(=O)CC[C@]4(C)[C@H]3CC[C@]12C | 76
O=C1CC(c2ccccc2)n2cnc3ncnc(c32)S1 (configuration not stated) | 110
Brc1ccc2c(-c3cncn3CCc3ccc4c(c3)OCO4)c[nH]c2c1 | 96
COc1ccc(NC(=O)Cn2ccc(Nc3ccccc3)cc2=O)cc1 | 99
Cn1ccnc1C(=O)/C=C/c1ccc(NC(=O)c2ccc(F)cc2)cc1 | 12
CC(=O)c1nn(-c2ccc(S(N)(=O)=O)cc2)c2nc3nccc(-c4cc5ccccc5oc4=O)c3c(=O)n12 | 105
Nc1nc(-c2ccc(F)cc2)cc(-c2ccc(OCc3nc4ccccc4[nH]3)cc2)n1 | 113

(next part)
SMILES | HL-60(TB)
CC(C(=O)O)N(CCC#N)CCC#N (configuration not stated) | 101
COc1ccc(-c2c(N)n[nH]c2-c2ccc(Cl)cc2O)cc1 | 80
CN1CCN(C(=O)OCc2nc3c(N4CCOCC4)nc(-c4ccccc4)nc3n2C)CC1 | -32*
O=C1CSC(=Nc2cc(Cl)cc(Cl)c2)N1 | 102
O=C(c1ccc(Cl)cc1)C1[C@H](c2ccc(Cl)cc2)[C@@H](c2ccccc2)NC12C(=O)Nc1ccc(Br)cc12 (some centres not stated) | 22
Cc1cc(NNc2cc(Br)cc(Br)c2)cc(C)c1Cl | 92
CC/C(=C(\CC)c1ccc(OC(=O)Cc2ccc(N(CCCl)CCCl)cc2)cc1)c1ccc(OC(=O)Cc2ccc(N(CCCl)CCCl)cc2)cc1 | 97
O=C(CCCl)Nc1cccc(Cn2c(=O)[nH]c3ccc(Oc4ncccn4)cc3c2=O)c1 | 97
O=C(COC(=O)c1ccccc1)c1ccc(-c2ccccc2)cc1 | 91
Cc1c(CC(=O)OCCO)cc(-c2ccc(Cl)cc2)n1-c1ccccc1 | 96
O=C(O)c1cc([N+](=O)[O-])ccc1C(=O)OCCCBr | 86
COc1ccc(C2=CC(c3cc(OC)c(OC)c(OC)c3)N3C(=O)CSC3=N2)cc1OC (configuration not stated) | 95
COc1c(F)ccc(C(=O)Nc2ccc3nc(NC(=O)C4CCCN(S(=O)(=O)c5ccc(C(F)(F)F)cc5)C4)sc3c2)c1F (configuration not stated) | 101
CC(C)=NNC(=O)c1ccccc1 | 100
Oc1ccccc1/C=N/N=C1c2ccccc2-c2ccccc21 | 82
CC(=O)O[C@H]1CC[C@]2(C)[C@H]3CC=C4[C@@H]5CC(C)(C)CC[C@]5(C(=O)NCCNCCN)CC[C@@]4(C)[C@]3(C)CC[C@H]2C1(C)C | -68*
Cc1cc(NS(=O)(=O)c2ccc(-n3c(-c4ccccc4)nc(/C=C4\C=Nc5ccccc54)c3O)cc2)no1 | 27
COc1cc(C2=NN(C(C)=O)C(c3ccc(N(C)C)cc3)C2)cc(OC)c1OC (configuration not stated) | 90
COc1cc2c(cc1N)-c1ccc(N)cc1C2=O | 71
CCCCNC(=O)Nc1ccccc1CC | 98
O=C(c1ccccc1)N(C(=S)NCCc1ccc(Cl)cc1)c1ccccc1 | 54
O=S(=O)(Cc1c[nH]c2ccccc12)c1ccccc1 | 109
O=C1OC(=O)C2=C1C1c3ccccc3C2c2ccccc21 | 89
CC1=Nc2cnc(Nc3ccc(OCCN4CCCCC4)cc3)nc2Nc2ccccc21 | 65
O=C(Nc1ccccc1)Nc1ccc(C(=O)/C=C2\C(=O)Nc3ccccc32)cc1 | 95
C(=N/N=C(N/N=C/c1ccccc1)N/N=C/c1ccccc1)/c1ccccc1 | 113
O=C(CSc1nnc(Cn2c(C(F)(F)F)nc3ccccc32)o1)Nc1ccc(F)cc1 | 109
Cc1ccc(-c2cn(CC(=O)Nc3ccc4c(ccn4C)c3)nn2)cc1 | 107
N#Cc1c(-c2cn(-c3ccccc3)nc2-c2ccc(OCc3ccccc3)cc2)cc(-c2ccc(Cl)cc2)[nH]c1=O | 101
N/C(=N\O)c1ccc(Cl)cc1 | 122
O=C1CCC(=O)N1C(=O)c1ccccc1 | 80
COc1cc(/C=C\C(=O)[C@@H]2CC[C@]3(O)CC[C@]4(C)[C@H](CC[C@@H]5[C@@]6(C)CC[C@H](O)C(C)(C)[C@@H]6CC[C@]54C)[C@@H]23)cc(OC)c1 | 59
O=C(COc1ncnc2sc3c(c12)CCCC3)N/N=C\c1ccc(Br)cc1 | 106
CC(C)=CCC[C@](C)(O)[C@H]1CC[C@]2(C)[C@@H]1CC[C@@H]1[C@@]3(C)C/C(=C/c4cccc([N+](=O)[O-])c4)C(=O)C(C)(C)[C@@H]3CC[C@]12C | 68
CC(C)(C)Nc1nc2cc(Cl)c(Cl)cc2nc1S(C)(=O)=O | 37
Nc1ccc(C(=O)NCCSCCN2CCOCC2)cc1 | 119

Some values from above:
O=C1OC(=O)C2=C1C1c3ccccc3C2c2ccccc21 | HL-60(TB) = 89
O=C(COC(=O)c1ccccc1)c1ccc(-c2ccccc2)cc1 | HL-60(TB) = 91
Cc1cc(NS(=O)(=O)c2ccc(-n3c(-c4ccccc4)nc(/C=C4\C=Nc5ccccc54)c3O)cc2)no1 | HL-60(TB) = 27
CC(=O)O[C@H]1CC[C@]2(C)[C@H]3CC=C4[C@@H]5CC(C)(C)CC[C@]5(C(=O)NCCNCCN)CC[C@@]4(C)[C@]3(C)CC[C@H]2C1(C)C | HL-60(TB) = -68*
CCOc1ccc(/C=C/C(=O)c2ccccc2)cc1 | HL-60(TB) = 70

Next section:
SMILES | HL-60(TB)
Cc1nc(Nc2ccc(Cl)cc2)c2ccccc2n1 | 100
O=C(O)c1cc(I)ccc1O | 103
C=CC(=O)N1CCC[C@H](n2c(=O)n(-c3ccc(Oc4ccccc4)cc3)c3c(N)ncnc32)C1 | 92
COc1cccc(NC(=O)[C@H](C(C)C)n2c(=O)[nH]c3ccccc3c2=O)c1 | 86
N#Cc1c(-c2ccc(Cl)cc2)nc(NN2C(=O)c3ccccc3C2=O)nc1N1CCOCC1 | 100
CCC(=O)c1c(C(=O)OC)c(C(=O)OC)c2c3ccccc3c3ccccc3n12 | 104
CCn1c(SCC(=O)Nc2ccc(/C(C)=N\O)cc2)nnc1-c1ccc(OC)c(OC)c1 | 85
NC(=O)NC(=O)NC(N)=O | 84
CC(C)(C)OC(=O)c1ccccc1 | 87
COc1ccc(-n2c(SCC(=O)NNC(=S)NC(=O)c3ccccc3)nc3cc(OC)c(OC)cc3c2=O)cc1 | 108
O=C(Nc1nc2ccc(Cl)cc2s1)c1cc(-c2ccc(Cl)cc2)n2nc(-c3ccccc3)cc2n1 | 96
O=C(c1ccccc1)c1c(-c2ccccc2)oc2ccccc2c1=O | 93
CC(C)CCCC(C)C1CCC2C3CC=C4CC(OC(=O)c5cc([N+](=O)[O-])c(N6CC6)c([N+](=O)[O-])c5)CCC4(C)C3CCC12C (configuration not stated) | 103
O=C(Nc1ncc(Cc2ccccc2)s1)c1sc2ccccc2c1Cl | -9.4*
N#Cc1c(N)nc(Nc2nc3ccccc3[nH]2)nc1-c1ccc(Cl)cc1Cl | 74
COc1ccc(NCc2ccc(CO)n2-c2ccc(O)cc2)cc1 | 100
CS(=O)(=O)c1ccc(-c2[nH]c3ccccc3c2/C=N/NC(N)=S)cc1 | 100
CC1(C)NCCC[C@]2(C)[C@H]3C/C(=N\O)C4[C@@H]5C[C@@](C)(CO)CC[C@]5(C)CC[C@@]4(C)[C@]3(C)CC[C@@H]12 (some centres not stated) | 69
CC(=O)O[C@H](C[C@H](C(C)C)N(C)C(=O)[C@@H](NC(=O)[C@H]1CCCCN1C)C(C)C)c1nc(C(=O)N[C@@H](Cc2ccccc2)C[C@H](C)C(=O)O)c(C)s1 | -9.0*
Oc1ccc(-c2ccc3c(c2)ncn3-c2ccc(O)cc2)cc1 | 83
Cc1nn(-c2ccccc2)c2c1N=c1s/c(=C\c3ccc(Cl)cc3)c(=O)n1C(C)N2 (configuration not stated) | 159
CS(=O)(=O)c1ccc(-c2nc3ccccn3c2/C=N/NC(=S)Nc2ccccc2)cc1 | 81
N#CCC(=O)Nc1nc2ccccc2nc1NC(=O)CC#N | 116
CCCCCCCC/C=C\CCCCCCCCCCCCOc1ccc(CCOP(=O)(O)OCC[N+](C)(C)C)cc1 | 102
CCOC(=O)N1CCC(C)CC1 | 70
Fc1cc(-c2nnc3n2NC(=Nc2ccc(Cl)cc2)CS3)c(Cl)cc1Cl | 94
Cn1c(=O)c2c(nc(Sc3nc(N)cc(=O)[nH]3)n2Cc2ccccc2)n(C)c1=O | 102
CC(C)=NOC(=O)Nc1ccc(Cl)cc1 | 90
[Cl][Sn]([c]1ccccc1)([c]1ccccc1)[c]1ccccc1 | -25*
ON=C(CCc1ccccc1)CCc1ccccc1 | 55
COc1ccc(/C=C/C(=O)c2ccc(NC(=O)CSc3nnc(-c4ccc(Cl)cc4)o3)cc2)cc1OC | 86
CC1(C)[C@@H]2CC[C@]1(C)[C@H](OC(=O)CSC#N)C2 | 102
CCCCNc1nc2c([nH]1)c(=O)n(C)c(=O)n2C | 123
O=Cc1cn(S(=O)(=O)c2ccc(Cl)cc2)c2ccccc12 | 102
CC(C)(C)CC1(C)NC(=O)NC1=O (configuration not stated) | 114
CSc1nc2c(c(=O)n1C)CN(Cc1ccccc1)C(C)=N2 | 92
Cc1ccc(S(=O)(=O)OC2C(OCc3ccccc3)OCC(O)C2O)cc1 (configuration not stated) | 142
CS(=O)(=O)c1nccc(-c2c(-c3cccc(OCc4ccccc4)c3)nc3occn23)n1 | 104
O=C(N=Nc1c(O)[nH]c2ccc(Br)cc12)c1cc(-c2ccc(Cl)cc2)nc2ccccc12 | 51
CNCC(=O)c1ccc(O)c(O)c1 | 100&92&99
CCC(C)(C)O | 86
CN(C)c1ccc(-c2cc(-c3c[nH]c4ccccc34)nc(-c3c[nH]c4ccccc34)c2C#N)cc1 | 85
O=C(CSc1nnc(-c2cccs2)n1-c1ccccc1)Nc1ccccc1 | 76
NNC(=O)c1cnc2ccccc2n1 | 109
Cn1c(N)c(NC=O)c(=O)n(C)c1=O | 92
O=C(Nc1ccccc1)C(Cc1ccccc1)c1ccccc1 (configuration not stated) | 98
c1cc2c(cc1-c1cnc3nonc3n1)OCO2 | 1.0*
Oc1ccccc1-n1c(-c2ccccc2)ccc1-c1ccccc1 | 35

By substructure, the entries above with a tert-butyl group
SMILES | HL-60(TB)
CC(C)(C)Nc1nc2cc(Cl)c(Cl)cc2nc1S(C)(=O)=O | 37
CC(C)(C)OC(=O)c1ccccc1 | 87
CC(C)(C)CC1(C)NC(=O)NC1=O (configuration not stated) | 114

New compounds follow:
SMILES | HL-60(TB)
CCOc1cc(\C=N/N=C(N)/C(N)=N\N=C/c2ccc(O)c(OCC)c2)ccc1O | 121
OC(c1ccccc1)(c1ccccc1)C(F)(F)C(F)(F)C(F)(F)F | 60
COc1ccc(C2=C/C(=C/c3ccc(-c4ccc(Cl)cc4)o3)C(=O)N2Cc2ccccc2)cc1 | 107
O=C(O)c1ccc2c(c1)Cc1ccccc1-2 | 91
Nc1nc(Nc2ccc(F)c(Cl)c2)c2c(n1)-c1ccoc1CC2 | 90
O=C(/C=C/c1cccc(Br)c1)c1cccc(OCCCCOc2cccc(C(=O)/C=C/c3cccc(Br)c3)c2)c1 | 95
COc1cc2nc(Cl)nc(Nc3cccc(C4=NN(C(C)=O)C(c5cc(OC)c(OC)c(OC)c5)C4)c3)c2cc1OC (configuration not stated) | 75
CC1(C)C(C(=O)c2nn(CCCCCF)c3ccccc23)C1(C)C | 102
CNC[C@H](O)[C@@H](O)[C@H](O)[C@H](O)CO | 86
C=C1CC[C@@H]2[C@](C)(COC(C)=O)[C@H](OC(C)=O)CC[C@@]2(C)[C@@H]1CC(NCCCC)C1=CCOC1=O (some centres not stated) | 94
O=C(c1ccc(Cl)cc1)C(NCCO)c1ccc(Cl)cc1 (configuration not stated) | 116&87
CC(C)CCN1C(=O)C(O)(CC(=O)c2ccc(C#N)cc2)c2ccccc21 (configuration not stated) | 88
CCOC(=O)c1sc(NCC(=O)Nc2ccccc2[N+](=O)[O-])c(C(=O)OCC)c1C | 78
Cc1cccc(/C=N\N=C\c2cccc(C)n2)n1 | 97
CN(C)CCOC(=O)C(c1ccccc1)c1ccccc1 | 88
O=C(O)/C(=C/C=C/c1ccccc1)c1csc(-c2nc(/C(=C\C=C\c3ccccc3)C(=O)O)cs2)n1 | 103
CC(=O)NC1=C(C#N)C(c2ccccc2Cl)c2c(ccc3ccccc23)O1 (configuration not stated) | 30
CC(C)NS(=O)(=O)c1cccc(-c2ccc3c4c(n(CCCN(C)C)c(=O)c3c2)-c2ccccc2C4=O)c1 | 65
O=C1C[C@@H](c2ccccc2)Oc2cc(O)c(Cc3ccccc3O)c(O)c21 | 87
CC1=C(/C=C/C(C)=C/C=C/C(C)=C/CO)C(C)(C)CCC1 | 103

These rows are one share of the data. The share of hits here may be higher or lower than overall.
